From PubChem BioAssay
PERK inh: block of dimerizer-induced PERK translation repression, primary screen, PERK inhibitor project, CHO PERK-DD cells, SEAP luminescence, HTS; Eukaryotic translation initiation factor 2-alpha kinase 3 (Homo sapiens), Q9NZJ5; CHO PERK-DD fusion, SEAP luminescence translation reporter; inhibition, % at 5.6 µM; 220,000 tested, 0.17% active; AID 1416, 2008;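 active means inhibition above the mean inhibition of all tested compounds plus 3 SD, set separately per screening campaign, cut at about 2.9% in these data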;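 further: PERK kinase domain activated by AP20187 dimerizer at 100 nM; 0% = DMSO with dimerizer and 100% = rapamycin at 8.4 µM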
MDM2 E3 inh: MDM2-luciferase reporter signal enhancers, primary screen, MDM2 E3 ligase inhibitor project, cell-based, luminescence, 1536-well | cell-based MDM2 ubiquitination luciferase reporter, 2 h; 0 = plate control, 100 = twice control, blank-subtracted | E3 ubiquitin-protein ligase Mdm2 (Homo sapiens), Q00987 | AID 1230, 2008 | 210,000 tested, 0.11% active | signal enhancement, % at 5 µM;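 active means signal enhancement of 30% or more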;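 further: luminescence tracks abundance of the self-degrading MDM2-luciferase fusion protein; higher signal means inhibition of MDM2 E3 ligase activity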
Target sequence (Q00987 whole entry, looked up, the tested form may be a part): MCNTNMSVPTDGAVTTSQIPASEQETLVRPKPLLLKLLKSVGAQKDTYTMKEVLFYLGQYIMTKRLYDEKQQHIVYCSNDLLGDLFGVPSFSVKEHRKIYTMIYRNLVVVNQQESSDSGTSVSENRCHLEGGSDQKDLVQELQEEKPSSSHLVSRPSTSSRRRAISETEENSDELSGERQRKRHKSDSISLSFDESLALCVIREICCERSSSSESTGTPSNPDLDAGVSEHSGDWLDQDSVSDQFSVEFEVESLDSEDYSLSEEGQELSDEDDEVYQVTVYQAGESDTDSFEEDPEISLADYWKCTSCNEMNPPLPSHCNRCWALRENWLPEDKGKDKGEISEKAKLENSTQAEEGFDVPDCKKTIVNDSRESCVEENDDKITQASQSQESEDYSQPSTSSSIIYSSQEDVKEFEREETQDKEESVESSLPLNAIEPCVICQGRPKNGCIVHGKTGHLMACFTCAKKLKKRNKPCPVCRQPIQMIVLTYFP
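Buffer or medium: Cells held in DMEM | Assay system: Stable mammalian line carrying autodegrading MDM2–luciferase fusion reporter | Quantity: 2000 cells/well | Times: 4 h settle plus 2 h compound, 37 °C | Doses: One concentration, 5 µM, with 0.2% DMSO | Technique: Luminescence with SteadyLite reagent, 15 min at room temperature | Benchmarks: Plate controls and plate blanks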
S1P4 antagonist: S1P4 receptor antagonists, primary screen, cell-based. AID 1510, 2009. 220,000 tested, 0.26% active. inhibition, % at 4.98 µM. S1P4-expressing cells, antagonist mode, reporter read-out. Sphingosine 1-phosphate receptor 4 (Homo sapiens), O95977; in the data active means inhibition above about 29%;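 further: 0% = wells stimulated with agonist and 100% = vehicle wells without agonist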
BaF3 tox: parental Ba/F3 cell viability inhibition, counter-screen for JAK2V617F inhibitor project, murine pro-B, CellTiter-Glo luminescence | CellTiter-Glo ATP luminescence | inhibition, % at 5.6 µM | 220,000 tested, 1.1% active | AID 1486, 2009;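 active means inhibition above a per-campaign cutoff, the mean inhibition of all tested compounds plus 3 SD, cut at about 27% in these data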;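 further: 0% = DMSO wells and 100% = JAK Inhibitor I control wells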
Ba/F3 V617F tox: reduced viability of JAK2V617F-dependent Ba/F3 cells, primary screen, JAK2V617F inhibitor project, cell-based, Ba/F3 EpoR-JAK2V617F, luminescence; AID 1446, 2008; 220,000 tested, 1.1% active; inhibition, % at 5.6 µM; ATP luminescence;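 active means inhibition above the campaign mean plus 3 SD over all tested compounds, cut at about 24% in these data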;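 further: cytokine-independent growth of Ba/F3 cells driven by EpoR plus mutant JAK2; 0% = DMSO-treated cells and 100% = JAK inhibitor I control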
Wee1 stabilizer: Wee1 degradation inhibitors, primary screen, cell-based, HeLa, Wee1K328M-luciferase, luminescence; AID 1321, 2008; HeLa Luc-Wee1K328M stability; 100% = proteasome inhibitor MG132 effect; reporter increase, % at 5 µM; 220,000 tested, 1.2% active;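 active means activation above the mean of all tested compounds plus 3 SD, set per screening run, cut at about 8.8% in these data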;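 further: cells exposed to compound for 20 h before luminescence read; 0% = DMSO alone and 100% = MG132 at 30 µM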
eIF4E-4G inh: eIF4E–eIF4G protein interaction inhibitors, primary screen, biochemical, uHTS, TR-FRET, eIF4GI fragment; Eukaryotic translation initiation factor 4E (Mus musculus) + Eukaryotic translation …; TR-FRET eIF4E-eIF4GI(517-606) binding, 2 h; inhibition, % at 21.7 µM; 220,000 tested, 0.37% active; AID 782, 2007;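 active means inhibition above about 30%, limit read from the data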;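 further: 0% = full FRET control wells and 100% = background wells lacking eIF4GI fragment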
S1P4 ag: S1P4 receptor agonists, primary screen, cell-based; S1P4-expressing cell line, agonist reporter assay; 220,000 tested, 0.35% active; activation, % at 4.98 µM; in the data active means activation above about 11%;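 further: 0% = DMSO vehicle and 100% = reference agonist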
NPY-Y2 PAM-ag: NPY-Y2 potentiators or agonists, primary screen, cell-based; 220,000 tested, 0.45% active; cells expressing NPY-Y2, potentiator/agonist read-out; activation, % at 3.6 µM; AID 1359, 2008; Neuropeptide Y receptor type 2 (Homo sapiens), P49146; in the data active means activation above about 27%;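 further: cells stimulated with NPY near EC25 plus isoproterenol at EC100; 0% = vehicle plus submaximal agonist and 100% = vehicle plus saturating agonist; some results beyond the cut were filed as inactive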
Target sequence (P49146 whole entry, looked up): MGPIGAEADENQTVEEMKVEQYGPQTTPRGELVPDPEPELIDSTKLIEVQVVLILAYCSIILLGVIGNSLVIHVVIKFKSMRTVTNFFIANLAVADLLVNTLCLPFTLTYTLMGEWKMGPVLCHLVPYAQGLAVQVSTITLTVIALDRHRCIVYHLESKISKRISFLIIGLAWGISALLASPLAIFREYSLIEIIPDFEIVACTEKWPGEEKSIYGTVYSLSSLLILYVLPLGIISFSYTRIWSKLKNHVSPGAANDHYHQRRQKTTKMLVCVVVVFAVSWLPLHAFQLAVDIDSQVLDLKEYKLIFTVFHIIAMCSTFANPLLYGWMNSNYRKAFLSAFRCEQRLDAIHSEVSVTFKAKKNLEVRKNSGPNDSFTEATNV
* marks the source's active call; other numbers are inactive results; . = no result given; [ ] = remark or other dose.

SMILES | PERK inh | MDM2 E3 inh | S1P4 antagonist | BaF3 tox | Ba/F3 V617F tox | Wee1 stabilizer | eIF4E-4G inh | S1P4 ag | NPY-Y2 PAM-ag
CCOC(=O)c1c(/N=C/N(C)C)sc(C)c1C | 0.1 | 2 | 6 | 6 | 1 | -1 | 1 | 1.5 | -9
CC(O)Cc1nsc(NC(=O)c2ccc(Br)o2)n1 (centres undefined) | 0.0 | 1 | -15 | -1 | -4 | -2 | -2 | 1.2 | -15
COCCNS(=O)(=O)c1cc(-c2nn(C)c(=O)c3ccccc23)ccc1C | -1.4 | -23 | -25 | 4 | -2 | -2 | 2 | 2.1 | 16
O=C(O)CCC(=O)N1CCN(c2ncccn2)CC1 | 1.1 | -2 | 0 | -1 | -2 | 3 | 3 | -0.2 | -4
Cn1c(C(=O)O)c(CC(=O)NCC2COc3ccccc3O2)c2ccccc21 (centres undefined) | 0.4 | 3 | -9 | 9 | 0 | 1 | 0 | 2.1 | 1
CCc1ccccc1NC(=O)c1cc2sccc2n1C | -0.7 | -12 | 0 | 3 | -5 | 1 | 0 | -1.6 | 11
COc1ccccc1CNC(=O)N/C=C/c1ccc(Cl)cc1 | 0.4 | -13 | 10 | 5 | -4 | 4 | -2 | 0.6 | -1
COc1cccc(NC(=O)CN(C)CC(=O)NC(C)c2ccccc2)c1 (centres undefined) | -0.9 | -3 | 3 | -1 | 3 | 8.9* | 4 | 0.1 | 4
Cc1ccccc1-n1c(SCC(=O)N2CCC(C(=O)O)CC2)nnc1-c1ccncc1 | 0.4 | 2 | -12 | 4 | 1 | 2 | 1 | 1.8 | 1
COc1ccc(NC(=O)CSc2nnc(-c3ccccn3)n2N)c(OC)c1 | -0.4 | -7 | -20 | -1 | -3 | -1 | -4 | -0.1 | 20
CNS(=O)(=O)c1ccc(OC)c(-c2nnc3c4ccccc4c(C)nn23)c1 | 0.0 | -9 | -8 | 9 | 2 | -1 | -5 | 4.6 | -21
Cc1ccc(-c2nnn(CC(=O)NCC3CC3)n2)o1 | 0.7 | -1 | -23 | 3 | -2 | -1 | 0 | -0.1 | -7
COc1ccc(NC(=O)COC(=O)CC23CC4CC(CC(C4)C2)C3)c([N+](=O)[O-])c1 | 0.7 | -9 | -11 | 2 | -1 | 1 | 4 | 2.2 | 12
Clc1ccc(/C=N/Nc2nc(Cl)nc3ccccc23)cc1 | -0.4 | -11 | 6 | 2 | 0 | 4 | 15[fluorescence artefact?] | -4.8 | -10
c1ccc2oc(NC3=NCN(C4CCCCC4)CN3)nc2c1 | 0.6 | . | -4 | -3 | 0 | 2 | 1 | -0.4 | 8

The last 2 records of the part above open the next one.
SMILES | PERK inh | MDM2 E3 inh | S1P4 antagonist | BaF3 tox | Ba/F3 V617F tox | Wee1 stabilizer | eIF4E-4G inh | S1P4 ag | NPY-Y2 PAM-ag
Clc1ccc(/C=N/Nc2nc(Cl)nc3ccccc23)cc1 | -0.4 | -11 | 6 | 2 | 0 | 4 | 15[fluorescence artefact?] | -4.8 | -10
c1ccc2oc(NC3=NCN(C4CCCCC4)CN3)nc2c1 | 0.6 | . | -4 | -3 | 0 | 2 | 1 | -0.4 | 8
CCOC(=O)/C(=N\Nc1ccccc1Cl)N(C)C1CCS(=O)(=O)C1 (centres undefined) | 0.8 | -16 | -6 | 7 | 1 | -2 | 1 | -0.2 | 7
C=CCNC(=S)NCc1ccccc1OC | 1.6 | -13 | -13 | 9 | 0 | 2 | -2 | 0.3 | 6
C/C(CC1CC(C)(C)OC1=O)=N\NC(N)=S (centres undefined) | 1.1 | -7 | 6 | -3 | 0 | 0 | -1 | -1.2 | -33
CC(=O)C1=C(O)C(=O)N(c2ccc(S(=O)(=O)Nc3nccs3)cc2)C1c1ccc(F)cc1 (centres undefined) | 1.0 | -3 | 10 | 6 | -6 | 6 | 26 | 1.9 | 1
O=C(CN1N=C(c2ccccc2)CCC1=O)NCc1cccs1 | 0.4 | -6 | -8 | 6 | 1 | 8 | 0 | 0.3 | -2
COc1ccc(CSc2nnc(CNS(C)(=O)=O)o2)cc1 | -0.4 | -8 | -8 | 2 | 0 | 1 | 0[fluorescence artefact?] | 2.0 | -1
CCOC(=O)C1CCN(C(=O)CSc2ccc(Br)cc2)CC1 | 0.5 | 7 | -8 | 5 | 3 | 7 | 0 | 2.2 | 3
CC1C(=O)CCN(C(C)(C)C)C1C (centres undefined) | 1.3 | . | -19 | 3 | 1 | -2 | 14[fluorescence artefact?] | 0.0 | 5
Cc1ccc2c(c1)N(CCC(=O)NCC1CCCO1)C(=O)CO2 (centres undefined) | 0.3 | -11 | -10 | 5 | -2 | 0 | 0 | 1.3 | 7
COc1ccccc1OCCNC(=O)c1cc(F)c(F)cc1Cl | 0.2 | 1 | -8 | -1 | -2 | -2 | -1 | 1.0 | 17
C/C(=N/NC(=O)c1cc(C2CC2)[nH]n1)c1cccs1 | -0.2 | -20 | 9 | 2 | 2 | 1 | 0 | -8.3 | 5
CCC(CNc1cc(OC)cc2cccnc12)NC1CCCCC1 (centres undefined) | -0.8 | -6 | -5 | 27* | 43* | -2 | -2 | 1.6 | -13
C=CCc1cccc2cc(C(=O)NCc3cccnc3)c(=O)oc12 | -0.1 | -9 | -9 | 2 | -6 | -1 | 1 | -0.9 | -9
Cn1nc(C(F)(F)F)c(-c2ccc(Br)cc2)c1NC(=O)C1CCC1C(=O)O (centres undefined) | 1.0 | 1 | 4 | -5 | 2 | 1 | -8 | 1.0 | -12
Cc1ccc(Cl)c(NC(=O)COC(=O)CNS(=O)(=O)/C=C/c2ccccc2)c1Cl | 2.1 | -17 | -10 | 8 | -1 | 0 | 2 | 0.5 | 19
COCCNC(=O)c1ccc(NC(C)=O)cc1 | 1.5 | -12 | -6 | 9 | 3 | -3 | -7 | 2.6 | -7
c1cc(CNc2ccc3c(c2)OCCO3)ccn1 | 1.0 | 3 | 13 | 2 | -1 | 0 | 9[fluorescence artefact?] | -3.4 | -4
CCCc1c(C(=O)NNc2ccc(C)cc2)cnn1-c1ccccc1 | 0.3 | -7 | 16 | -2 | 0 | 1 | 3 | -1.5 | 27
Fc1ccc(C(c2nnnn2Cc2cccs2)N2CCN(C3CCCC3)CC2)cc1 (centres undefined) | 0.0 | -1 | -15 | 2 | -1 | 1 | 4[fluorescence artefact?] | -0.8 | -11
S=c1[nH]nc(-c2ccncc2)n1/N=C/C=C/c1ccccc1 | -0.1 | -9 | -15 | 3 | 1 | -1 | 4 | 1.8 | -2
CC(=O)C1=C(C)N2CCN=C2S1 | -1.1 | -8 | 4 | 3 | 1 | -1 | -5 | 0.4 | -28
Cc1cccc(NCc2ccc(O)c3ncccc23)c1 | 0.3 | -9 | 6 | 2 | 8 | -1 | -2 | 1.6 | -13
CCN(CC)c1ccc(/C=N/n2c(C)cc(C)cc2=O)cc1 | 0.7 | 8 | -5 | 3 | 3 | -2 | -8[fluorescence artefact?] | 0.0 | 6
Cc1ccc(C)c(NS(=O)(=O)c2ccc(NC(=O)CSc3ccc(Cl)cc3)cc2)c1 | 0.8 | -4 | 0 | 6 | 0 | -1 | -2 | -0.3 | 20
Cc1ccc2[nH]c(O)c(N=NC(=O)CCc3ccccc3)c2c1Br | 1.6 | -10 | -18 | 7 | -3 | 0 | 0[fluorescence artefact?] | -1.2 | 2
Cc1ccc(C)c(N(C(=O)c2snc(C(N)=O)c2N)C(C(=O)NCC2CCCO2)c2cccs2)c1 (centres undefined) | 0.6 | -18 | 5 | 1 | -3 | -2 | 2 | -0.8 | -5
CCOC(=O)c1cnn(-c2ccccc2)c1NC(=O)CSc1nnc(-c2cccs2)n1CC | -0.7 | -4 | 8 | 4 | -1 | 0 | 2[fluorescence artefact?] | 1.4 | 4
O=C(Nc1ccccn1)c1ccc(S(=O)(=O)c2ccc(Cl)cc2)cc1 | -0.4 | -17 | -5 | 2 | -3 | 5 | -2 | 1.2 | 11
CCCC(=O)Nc1ccc(S(=O)(=O)Nc2cc(C)nc(C)n2)cc1 | 1.6 | 1 | -6 | 5 | -2 | 2 | 2 | 1.3 | -15
Cc1cc(C(=O)CSc2nnc(-c3ccco3)o2)c(C)n1-c1ccc2c(c1)OCCO2 | 0.0 | -1 | -22 | 4 | -2 | 1 | -2 | 0.6 | -29
CC(C)[C@H](NC(=O)c1ccccc1Cl)C(=O)OCc1cc(=O)n2cc(Br)ccc2n1 | 0.6 | 0 | -9 | 5 | 0 | -3 | -1 | -0.9 | 9
COc1ccc(/C(C)=N\Nc2nc(-c3ccccc3)cc(=O)[nH]2)cc1 | 0.6 | -3 | -10 | 5 | 2 | -1 | 14[fluorescence artefact?] | 0.0 | -14
Cc1ccc(NC(=O)CCC(=O)OCC(=O)c2ccc(Oc3ccc([N+](=O)[O-])cc3)cc2)cc1C | 1.4 | -9 | -4 | 5 | -2 | 0 | -7 | -0.3 | 16
O=c1c2ccccc2sn1-c1ccc(S(=O)(=O)N2CCCCC2)cc1 | 0.6 | . | -12 | 2 | 0 | -3 | . | 1.2 | 7
CN(C)S(=O)(=O)c1cccc(C(=O)Nc2cccnc2)c1 | 0.1 | -17 | 8 | 4 | -3 | -1 | -3 | 3.4 | 5
N#Cc1c(N)nc2c(c1-c1cccnc1)CCCCC2 | -0.5 | -13 | -17 | 8 | 4 | -1 | 3 | 0.3 | -14
Cc1ccccc1N1C(=O)c2ccccc2C1Nc1cccnc1 (centres undefined) | -0.2 | -8 | -16 | 6 | -2 | 3 | -3[fluorescence artefact?] | -1.4 | 3
COc1ccccc1CNC(=O)CN(c1ccc(C)cc1)S(=O)(=O)c1c(C)n[nH]c1C | 0.0 | -7 | 16 | 9 | 4 | 1 | 7 | -0.5 | 8
COc1ccccc1CC(=O)N1CCCc2ccccc21 | -0.3 | -14 | 11 | 4 | 0 | -2 | -5 | 1.6 | -23
CC(C)(C)S(=O)(=O)c1nc2ccccc2s1 | 0.1 | -7 | 0 | -5 | -5 | -2 | -2 | 1.5 | 4
O=C(Nc1cccnc1Cl)c1cccc(F)c1 | 1.9 | 8 | -11 | 2 | -3 | -1 | 4 | 1.2 | -4
O=C1CCC(=O)N1CNc1cccnc1 | 1.0 | -35 | -7 | 4 | -4 | 0 | 7 | -0.6 | 2
CCCCCCn1cnc2c(c1=O)c1nc3ccccc3nc1n2Cc1cccs1 | 1.6 | -9 | -8 | 3 | 2 | 2 | 7[fluorescence artefact?] | 0.9 | 0
CCCCCc1c(C)c(C#N)c2nc3ccccc3n2c1-n1ccnc1C | -0.3 | -11 | -11 | 2 | 1 | -3 | -6 | 1.9 | 12
